TPT1 inhibitor: C. albicans TPT1 enzyme inhibition | recombinant caTPT1, FP RNA substrate dephosphorylation | inhibition, % at 5 µM | 0.81% of 300,000 active;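 active means inhibition above the mean of all tested compounds plus 3 SD, set per screening campaign, cut at about 24% in these data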;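 further: plate controls were DMSO alone for no effect and ferristatin control at 100 nM for full effect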
ZTA counter: counter-screen for EBNA-1 inhibitors: inhibitors of Epstein-Barr virus ZTA | P03206 | ZTA-DNA binding, fluorescence polarization | inhibition, % at 11 µM | 0.15% of 320,000 active | AID 2234; in the data active means inhibition above about 33%
Target sequence (P03206 whole entry, looked up): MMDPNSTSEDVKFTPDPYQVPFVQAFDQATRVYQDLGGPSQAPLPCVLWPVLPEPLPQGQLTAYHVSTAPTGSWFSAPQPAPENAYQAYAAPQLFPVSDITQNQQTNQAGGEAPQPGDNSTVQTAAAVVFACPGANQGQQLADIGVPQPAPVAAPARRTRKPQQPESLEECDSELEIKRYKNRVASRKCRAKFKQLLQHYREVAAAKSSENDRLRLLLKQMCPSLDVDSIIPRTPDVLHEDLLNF
PREPL inh: inhibitors of human prolyl oligopeptidase-like enzyme PREPL; Q4J6C6; recombinant PREPL, fluorescence polarization activity-based probe; inhibition, % at 5.96 µM; 0.68% of 320,000 active; AID 2751; in the data active means inhibition above about 43%;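 further: 0% = enzyme with DMSO and 100% = wells lacking enzyme; many of its hits are not listed in these tables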
PP1 counter: counter-screen for PP5 inhibitors: inhibitors of human PP1-alpha. purified PP1alpha, OMFP fluorescence. inhibition, % at 6.7 µM. 0.9% of 320,000 active;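 active means inhibition above the mean inhibition of all tested compounds plus 3 SD, computed separately for each screening campaign, cut at about 15% in these data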
Target sequence (P62136 whole entry, looked up): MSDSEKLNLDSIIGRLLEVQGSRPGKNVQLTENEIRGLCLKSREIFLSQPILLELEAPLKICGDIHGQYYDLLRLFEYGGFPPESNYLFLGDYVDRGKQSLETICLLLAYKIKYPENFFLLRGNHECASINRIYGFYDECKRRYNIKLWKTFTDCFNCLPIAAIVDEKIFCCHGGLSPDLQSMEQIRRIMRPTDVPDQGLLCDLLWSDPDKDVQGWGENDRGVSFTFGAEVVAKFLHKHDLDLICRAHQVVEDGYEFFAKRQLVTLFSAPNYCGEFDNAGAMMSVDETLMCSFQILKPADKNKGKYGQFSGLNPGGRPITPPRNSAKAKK
Fh CTSL1 inh: counter-screen for PFM18AAP inhibitors: inhibitors of F. hepatica cathepsin L1; recombinant F. hepatica cathepsin L1, Z-Leu-Arg-MCA fluorescence; inhibition, % at 5.96 µM; 0.49% of 300,000 active; AID 1906;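 active means inhibition above the mean of all tested compounds plus 3 SD, set per screening campaign, cut at about 17% in these data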;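 further: 0% = plate median of test compound wells and 100% = 1 µM Z-Phe-Ala-diazomethylketone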
core dimer inh: blocks dimerization of HCV core protein; TR-FRET GST/Flag-core106 dimerization, 1536-well; inhibition, % at 5 µM; 0.33% of 300,000 active;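 active means inhibition above the mean of all tested compounds plus 3 SD, set per screening campaign, cut at about 45% in these data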
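Assay system: GST-tagged and Flag-tagged HCV core protein residues 1-106 / Times: compound-protein-antibody incubation 4 h at 22.5 °C / Signal: time-resolved FRET, ex 340 nm, em 617 and 671 nm / Evaluation: % inhibition based on acceptor/donor emission ratio / Benchmarks: wells lacking GST-core106 and wells with excess unlabelled core106 / Repeats: singlicate, one well per compound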
Efflux pump inh: antifungal efflux pump inhibition, Nile Red retention. S. cerevisiae Candida pump triplex. inhibition, % at 10 µM. 0.44% of 330,000 active. AID 485275;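 active means plate passing quality check with inhibition over a set limit, or well fluorescence over plate mean plus 4 SD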;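 further: Nile Red retained in pooled yeast measured as flow cytometry median fluorescence; 0% = buffer negative control and 100% = Enniatin B positive control; higher means more Nile Red kept so more efflux inhibition; some compounds called inactive have numbers as strong as hits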
EBNA-1 inh: blocks EBNA-1 binding to DNA; EBNA-1 DNA binding, fluorescence polarization; inhibition, % at 14.8 µM; 0.34% of 300,000 active; AID 1950; in the data active means inhibition above about 28%
PP5 primary: blocks human protein phosphatase 5 activity; P53041; purified PP5c, OMFP substrate fluorescence; inhibition, % at 6.7 µM; 0.18% of 320,000 active;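 active means inhibition above the campaign's mean inhibition across all tested compounds plus 3 SD, cut at about 9.5% in these data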;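 further: 0% = DMSO only and 100% = 100 µM cantharidin control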
* = called active by the depositor; · = not tested or not shown. This is a subset, so the mix of outcomes need not match the whole.

Fields – TPT1 inhibitor	ZTA counter	PREPL inh	PP1 counter	Fh CTSL1 inh	core dimer inh	Efflux pump inh	EBNA-1 inh	PP5 primary
COc1ccccc1-c1c(-c2ccc(OCC(=O)NN)cc2O)n[nH]c1C(F)(F)F
 : 2	17	6	-1	-1	6	-0.1	0	-1.9
O=C(CCC(=O)OCC(=O)c1cccc([N+](=O)[O-])c1)Nc1ccccc1Cl
 : 3	-6	9	-3	-17	-1	0.1	-5	1.1
CC(C)(C)N1CC(COc2ccccc2)OC1=O (centres undefined)
 : 1	-10	6	-2	1	2	0.1	-10	0.1
CNC(=S)Nn1cnc2ccccc21
 : -2	3	-2	0	-3	-2	0.1	-2	1.3
Cc1cccc(C(=O)NCCNC(=O)c2cccnc2)c1
 : 0	-2	-12	-2	-3	9	-0.1	-4	2.4
O=C(Cn1nnc(-c2ccc(Cl)cc2)n1)NC1CCS(=O)(=O)C1 (centres undefined)
 : ·	8	14	-2	·	·	-0.2	·	-1.1
CCSc1nnc(NC(=O)CSc2ncccn2)s1
 : 3	5	0	-1	-5	-5	0.0	-16	2.4
O=C(CCc1ccccc1)Nc1nnc(-c2ccc3c(c2)CCCC3)o1
 : 0	0	6	20*	2	21	-0.1	3	-0.8
CC(CN1CCOCC1)c1ccccc1 (centres undefined)
 : 3	-2	2	-1	-3	0	0.1	3	2.5
Cc1cccc(NC(=O)c2ccc(COc3ccc4ccccc4c3)o2)n1
 : -3	1	-15	2	-3	4	0.0	7	2.5
COc1ccccc1N1CCN(S(C)(=O)=O)CC1
 : -4	-1	-2	-6	-1	-5	-0.2	-5	-1.4
COC(=O)c1c(NC(=O)c2ccc(Br)s2)sc2c1CCC2
 : 4	8	1	0	3	14	0.0	19	-1.1
CCN(CC)C(=O)c1cc2cc(Br)ccc2oc1=O
 : -1	5	4	-5	2	3	0.0	4	0.2
Cc1cccc(NC(=O)C2CCCN2/C=C/C(=O)C(F)(F)F)c1C (centres undefined)
 : -3	-5	-7	0	0	-2	0.1	-2	-1.0
CC1=C(c2ccc(Cl)cc2)[N+](=O)C(C)(C)N1[O-]
 : 1	-14	11	-1	-2	-9	0.1	0	6.8

Further structures
Fields – TPT1 inhibitor	ZTA counter	PREPL inh	PP1 counter	Fh CTSL1 inh	core dimer inh	Efflux pump inh	EBNA-1 inh	PP5 primary
CC(C)=C1SC(N2CCN(c3ccc(C)c(Cl)c3)CC2)=NC1=O
 : -1	-12	31	-3	-3	1	0.0	-7	0.2
CC1(C)C(=O)Nc2ccccc2N1C(=O)COC(=O)C12CC3CC(CC(O)(C3)C1)C2
 : 1	-18	4	0	-9	57*	-0.1	1	2.7
Cc1ccc(Cl)cc1NC(=O)C1CC(=O)Nc2ncnn21 (centres undefined)
 : -1	2	-5	-3	-3	-3	0.0	6	-1.1
N#Cc1cc(-c2ccccc2)nnc1Sc1ccccc1
 : -1	-16	2	5	2	12	0.3	-11	2.0
CCOc1ccccc1-n1nnnc1SC(C)C(=O)OC (centres undefined)
 : 3	1	2	-2	-3	-2	-0.1	-5	-0.1
N#Cc1ccc(OCC(=O)OCC(=O)Nc2ccc(N3CCOCC3)cc2)cc1
 : -1	14	5	-6	-7	1	-0.1	3	-2.9
CCOC(=O)Cc1csc(N/C(=N/S(=O)(=O)c2ccc(F)cc2F)c2ccccc2)n1
 : 1	8	-4	-1	-2	1	0.0	5	1.1
O=C(CN(C(=O)c1csnn1)c1cccc(C(F)(F)F)c1)NCc1ccc(F)cc1
 : -1	-3	0	3	0	0	-0.1	-2	1.3
Cc1ccc(CCNC(=O)C2CCCN(S(=O)(=O)N3CC(C)CC(C)C3)C2)cc1 (centres undefined)
 : -1	5	14	-3	3	11	-0.1	5	0.9
Cc1ccc(CSCCNC(=O)CN2C(=O)c3ccccc3S2(=O)=O)cc1
 : -3	7	-16	-1	2	5	0.0	-7	-0.3
Cc1ccccc1Oc1ccccc1N
 : -1	1	-3	-2	0	-2	0.0	-7	3.2
Nc1nc(NCc2cccs2)nn1-c1ccccc1
 : 0	5	-9	0	-4	3	0.0	-1	-0.1
CCOC(=O)C1CCN(S(=O)(=O)c2ccc(CN3C(=O)c4cccnc4C3=O)cc2)CC1
 : -6	-5	8	1	-7	-10	0.8	-16	-4.9
C[C@@H](C(=O)N[C@@H](Cc1c[nH]c2ccccc12)C(=O)O)n1nnc2ccccc2c1=O
 : 0	1	16	0	-2	-6	0.2	-9	-2.0
CCN(CC)CC(=O)Nc1ccccc1SCC(=O)Nc1ccsc1C(=O)OC
 : -2	-19	12	3	2	0	0.0	-16	3.0

Additional records
Fields – TPT1 inhibitor	ZTA counter	PREPL inh	PP1 counter	Fh CTSL1 inh	core dimer inh	Efflux pump inh	EBNA-1 inh	PP5 primary
Cc1ccc(CN2CC(C(=O)N(C)CC(=O)Nc3cccc(F)c3)CC2=O)cc1 (centres undefined)
 : -2	-2	-9	-3	0	-1	-0.1	-4	0.0
CC1CCN(CCNC(=O)C2CCCN(S(=O)(=O)c3cccc4nsnc34)C2)CC1 (centres undefined)
 : -1	12	-22	-3	8	4	0.0	4	0.8
O=C(O)CSc1nc2sc3c(c2c(=O)n1-c1ccccc1)CCC3
 : -1	0	-8	-1	3	6	0.0	4	-0.6
O=C1c2cccnc2C(=O)N1c1cccc([N+](=O)[O-])c1
 : 0	5	-12	-1	-3	1	0.2	9	-2.3
CC(C)N(CCc1ccncc1)C(=S)Nc1ccc(F)c(Cl)c1
 : 0	2	4	-4	0	-3	0.0	-14	0.2
O=C(NCCS(=O)(=O)NC1CCCCC1)c1ccc2c(c1)OCO2
 : 2	-11	3	-7	1	0	0.0	2	-0.7
CCOC(=O)NC1(C(F)(F)F)N=C(c2ccccc2)NC1=O (centres undefined)
 : 3	-7	0	0	0	-5	0.0	4	0.8
COc1ccccc1CNC(=O)c1ccc(CS(=O)(=O)c2ccc(C)cc2)o1
 : 3	-16	-10	-3	-1	11	0.1	-11	-2.4
COc1cc(/C=N/NC(=O)C(=O)Nc2ccccn2)ccc1O
 : -2	-2	-2	-2	3	-4	0.0	5	1.1
CCOC(=O)Oc1ccc(/C=C2\N=C(C)OC2=O)cc1
 : 0	10	13	-1	-1	-7	0.4	-13	2.8
Cc1ccc(C2NC(=O)c3ccccc3N2)s1 (centres undefined)
 : 0	2	-25	1	6	4	0.1	-7	2.1
O=C1CC(c2ccco2)CC2=C1C1c3ccccc3C(=O)N1c1ccccc1N2 (centres undefined)
 : 2	-9	19	1	-9	10	0.1	-16	4.8
CC1Cc2ccccc2N1C(=O)Cn1cnc2c1c(=O)n(C)c(=O)n2C (centres undefined)
 : 0	-25	-10	-1	6	-5	-0.3	-8	-2.4
COc1cc(C2CC(=O)c3c(ccc4ccccc34)N2)ccc1O (centres undefined)
 : 1	-12	3	-1	-1	-2	0.1	1	3.5
O=C(Nc1ccccc1)c1ccc(CN2CCC(Cc3ccccc3)CC2)cc1
 : 0	-1	-3	-1	3	-6	0.0	5	0.4

One compound at a time, from the list above. Order of screens: TPT1 inhibitor | ZTA counter | PREPL inh | PP1 counter | Fh CTSL1 inh | core dimer inh | Efflux pump inh | EBNA-1 inh | PP5 primary
O=C(O)CSc1nc2sc3c(c2c(=O)n1-c1ccccc1)CCC3 as listed: -1 | 0 | -8 | -1 | 3 | 6 | 0.0 | 4 | -0.6
COc1cc(C2CC(=O)c3c(ccc4ccccc34)N2)ccc1O (centres undefined) as listed: 1 | -12 | 3 | -1 | -1 | -2 | 0.1 | 1 | 3.5

Next structures follow:
Fields – TPT1 inhibitor	ZTA counter	PREPL inh	PP1 counter	Fh CTSL1 inh	core dimer inh	Efflux pump inh	EBNA-1 inh	PP5 primary
CCc1nn2c(NCCCO)cc(C)nc2c1-c1ccc(F)cc1
 : 2	1	-9	-3	-2	-4	0.1	-1	3.9
COc1ccc(CC(=O)NNc2ncnc3c2cnn3C)cc1OC
 : 1	-1	1	-5	-4	4	-0.1	10	-1.1
Cc1ccc(S(=O)(=O)NCc2csc(C)n2)c(C)c1
 : -4	2	9	1	0	-1	0.0	5	1.6
COCc1ccc(C(=O)N2CCCC(Nc3ccc4c(c3)OCCO4)C2)o1 (centres undefined)
 : -4	0	3	-3	-3	-4	-0.1	9	-0.9

Grouped by structure: those above containing fluorine
Fields – TPT1 inhibitor	ZTA counter	PREPL inh	PP1 counter	Fh CTSL1 inh	core dimer inh	Efflux pump inh	EBNA-1 inh	PP5 primary
COc1ccccc1-c1c(-c2ccc(OCC(=O)NN)cc2O)n[nH]c1C(F)(F)F
 : 2	17	6	-1	-1	6	-0.1	0	-1.9
Cc1cccc(NC(=O)C2CCCN2/C=C/C(=O)C(F)(F)F)c1C (centres undefined)
 : -3	-5	-7	0	0	-2	0.1	-2	-1.0
CCOC(=O)Cc1csc(N/C(=N/S(=O)(=O)c2ccc(F)cc2F)c2ccccc2)n1
 : 1	8	-4	-1	-2	1	0.0	5	1.1
O=C(CN(C(=O)c1csnn1)c1cccc(C(F)(F)F)c1)NCc1ccc(F)cc1
 : -1	-3	0	3	0	0	-0.1	-2	1.3
Cc1ccc(CN2CC(C(=O)N(C)CC(=O)Nc3cccc(F)c3)CC2=O)cc1 (centres undefined)
 : -2	-2	-9	-3	0	-1	-0.1	-4	0.0
CC(C)N(CCc1ccncc1)C(=S)Nc1ccc(F)c(Cl)c1
 : 0	2	4	-4	0	-3	0.0	-14	0.2
CCOC(=O)NC1(C(F)(F)F)N=C(c2ccccc2)NC1=O (centres undefined)
 : 3	-7	0	0	0	-5	0.0	4	0.8
CCc1nn2c(NCCCO)cc(C)nc2c1-c1ccc(F)cc1
 : 2	1	-9	-3	-2	-4	0.1	-1	3.9

Assay outcomes deposited in PubChem by several laboratories.
